Assay outcomes deposited in PubChem by Broad Institute.
RAD52 inh: inhibitors of human RAD52 DNA annealing | P43351 | actives 0.46% (n = 360,000) | inhibition, % at 18.7 µM | recombinant RAD52 DNA annealing, FRET fluorescence;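 active means every replicate showing at least 50% inhibition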
RAD54 branch: RAD54 (human) branch migration inhibition. inhibition, % at 10.4 µM. RAD54 Holliday junction branch migration, FAM/BHQ fluorescence. Q92698. actives 0.14% (n = 360,000);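 active means mean normalized replicate activity at least 40 and at least half of replicates scoring 40 or more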;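 further: 0% = median of neutral control wells and 100% = median of positive control wells; inhibitors cause a drop in the FAM fluorescence signal; in these data hits start at about 50%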
ERp5 block: ERp5 (human) disulfide isomerase inhibition; ERp5 insulin aggregation, absorbance 650 nm, 90 min; Q15084; actives 0.05% (n = 350,000); inhibition, % at 9.99 µM;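 active means mean replicate inhibition above about 25%, with every replicate also reaching it, limit read from the data, passing the limit was not always enough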
Target sequence (Q15084 whole entry, looked up): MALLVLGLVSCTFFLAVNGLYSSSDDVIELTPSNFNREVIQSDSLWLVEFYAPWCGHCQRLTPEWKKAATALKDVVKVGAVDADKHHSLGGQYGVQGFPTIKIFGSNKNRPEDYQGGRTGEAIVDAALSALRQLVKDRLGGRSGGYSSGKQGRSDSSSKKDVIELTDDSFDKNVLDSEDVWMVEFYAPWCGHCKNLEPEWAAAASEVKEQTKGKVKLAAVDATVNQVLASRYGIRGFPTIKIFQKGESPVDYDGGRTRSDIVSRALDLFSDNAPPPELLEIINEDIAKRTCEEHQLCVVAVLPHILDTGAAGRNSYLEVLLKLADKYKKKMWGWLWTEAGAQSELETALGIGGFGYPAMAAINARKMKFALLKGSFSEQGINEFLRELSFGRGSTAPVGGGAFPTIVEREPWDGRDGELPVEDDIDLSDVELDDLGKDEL
PglD inh: blocks C. jejuni PglD acetyltransferase activity. purified PglD enzyme, DTNB colorimetric CoA detection. inhibition, % at 12.5 µM. actives 0.098% (n = 360,000). AID 602405; in the data active means inhibition above about 16%, passing the limit was not always enough; further: strong numbers were not always called active
esBAF inh: SWI/SNF esBAF complex inhibition; mouse ES cells, Bmi1-luciferase knock-in reporter, 24 h; 100% = twice the neutral-well signal; reporter increase, % at 12.5 µM; actives 2% (n = 350,000); AID 602393; in the data active means activation above about 40%;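 further: 0% = median of the plate's neutral control wells and 100% = double that signal; a rise in the Bmi1 reporter signal indicates esBAF inhibition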
ARNT TACC3 PPI: disrupts binding between human ARNT and TACC3; Q9Y6A5; AlphaScreen His-ARNT PAS-B/GST-TACC3 binding, luminescence; TACC3 fragment carries E629A point mutation; inhibition, % at 9.99 µM; actives 0.66% (n = 390,000); AID 623870;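 active means mean inhibition of replicates at least 50% and at least half of replicates each reaching 50%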;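 further: 0% = complete ARNT plus TACC3 wells and 100% = ARNT alone without TACC3; many hits fall short of the cut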
E-sel inducer: E-selectin induction on HUVECs; actives 0.37% (n = 260,000); activation, % at 7.58 µM; HUVEC E-selectin immunofluorescence imaging; normalized: neutral wells 0, TNF-alpha wells 100;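 active means mean E-selectin-positive cell signal at least 10% of the positive control, reached in at least 60% of replicates, without over 20% cell loss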;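 further: in these data hits start at about 27%; measured in HUVEC primary endothelial cells; signal is the percent of cells scored E-selectin positive by PE staining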
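Read-out: % PE-positive cells | Test system: HUVEC | Doses: One compound dose added by pin transfer | Buffer or medium: EGM-2 over gelatin coat | Signal: Immunofluorescence imaging | Benchmarks: TNF-alpha, DMSO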
Casp6 inh: caspase-6 (human) enzyme inhibition | purified caspase-6, Z-VEID-R110 cleavage fluorescence | inhibition, % at 12.5 µM | P55212 | actives 0.53% (n = 350,000);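 active means mean inhibition across replicates at least about 35%, with every replicate also reaching that limit, limit read from the data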;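 further: 0% = median of neutral control wells and 100% = no fluorescence left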
Target sequence (P55212 24-179 limits assumed): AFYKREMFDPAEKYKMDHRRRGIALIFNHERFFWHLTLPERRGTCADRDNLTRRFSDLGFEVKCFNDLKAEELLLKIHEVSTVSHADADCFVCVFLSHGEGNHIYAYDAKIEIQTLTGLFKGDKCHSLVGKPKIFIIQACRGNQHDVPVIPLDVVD
Target sequence (P55212 194-293 limits assumed): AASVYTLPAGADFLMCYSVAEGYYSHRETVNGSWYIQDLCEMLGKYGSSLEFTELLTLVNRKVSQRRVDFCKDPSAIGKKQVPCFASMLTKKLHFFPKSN
The depositor's hits bear a star; . = not tested or not shown; & = joins results of further samples.

Molecule,RAD52 inh,RAD54 branch,ERp5 block,PglD inh,esBAF inh,ARNT TACC3 PPI,E-sel inducer,Casp6 inh
CNC(=O)C[C@@H]1CC[C@@H]2[C@H](COC[C@@H](O)CN2C(=O)Nc2ccc(Cl)c(Cl)c2)O1,-9,-1,2,1,3,-21,0.4,-1
O=C(C[C@@H]1C=C[C@@H](NS(=O)(=O)c2cccc(F)c2)[C@H](CO)O1)NCc1ccc2c(c1)OCO2,-5,1,-3,-2,-4,-17,0.5,-1
Cc1ccsc1C(=O)OCC(=O)c1ccc(OC(F)F)cc1,-4,-4,3,-1,8,-18,0.1,-2
C[C@H]1CCCCO[C@H](CN(C)Cc2ccncc2)[C@@H](C)CN([C@@H](C)CO)C(=O)c2cc(NC(=O)NC3CCCCC3)ccc2O1,4,3,-2,1,-5,-1,-0.2,1
O=C(Nc1ccccc1)N[C@@H]1CC[C@H](CCNS(=O)(=O)c2cccc(F)c2)O[C@H]1CO,-10,1,-5,1,1,-8,0.2,-4
CC1CCN(c2nnc(N3CCC(C)CC3)c3ccccc23)CC1,-10,-3,6,0,-20,-6,0.1,1
Cc1cc(C)c(C(=O)N2CCCC(CNS(=O)(=O)N(C)C)C2)o1 (centres undefined),-13,-6,-8,-6,1,0,.,-1
O=C(CCCCCNC(=O)c1ccccc1)N/N=C/c1ccc(O)cc1O,.,8,.,-8,-1,9,.,.
COc1cccc(C(NC(C)=O)c2nc(-c3cccnc3)cs2)c1 (centres undefined),-7,-6,12,1,-14,.,0.0,2
CC(=O)c1ccccc1OCC(O)CN1CCN(CCN2C(=O)c3cccc4cccc(c34)C2=O)CC1 (centres undefined),24,.,-2,.,.,4,-1.6,1
O=C(CCN1CCCCCC1)Nc1ccc(F)c(F)c1,.,0,.,-1,-4,-8,.,.
O=C(CN1CCOCC1)NCC[C@H]1CC[C@@H](NC(=O)Cc2ccccn2)[C@@H](CO)O1,-19,3,0,0,-1,-3,-0.3,-1
CCCC[C@@H]1CN=C(N)N1CC(C)(C)C,-10,0,-3,0,4,-1,0.1,-1
COc1cccc(C(=O)Oc2cccc(N3C(=O)C4C5CC(C(Br)C5Br)C4C3=O)c2)c1 (centres undefined),.,-8,.,0,-5,1,.,.
COc1ccc(NC(=O)N[C@@H]2C=C[C@H](CC(=O)NC3CCCCC3)O[C@@H]2CO)cc1,0,2,3,-2,1,8,-0.2,-1
COc1cccc(OCc2cc(C(=O)N3CCN(C4CCCC4)CC3)no2)c1,-11,0,4,3,4,-1,0.0,0
Cc1ccc(NC(=O)COC(=O)c2c[nH]c3ccccc23)cc1C,-8,2,0,4,-2,8,0.1,1
O=C(CSc1n[nH]c(=O)n1C1CC1)Nc1ccc(OC(F)(F)F)cc1,-3,-7,1,2,-2,-6,-0.1,2
CCOC(=O)N1CCC(NC(=O)COc2cc(=O)n(C)c3ccccc23)CC1,-6,-1,-3,2,-3,7,.,-1
N#Cc1cccc(-c2ccc(C3[C@H]4CNC[C@@H]3N4C(=O)Nc3ccc(F)cc3)cc2)c1 (some centres undefined),15&34,.,-2&0,.,.,.,0.6&-0.4,0&0
COc1ccc(CCNC(=O)C(=O)Nc2ccc3c(c2)OCCO3)cc1OC,-14,.,0,.,.,-9,.,-4
CSc1nc(-c2ccco2)nn1C(=O)c1ccco1,-20,-16,-3,6,6,2,0.0,1
O=C(CSc1nc2ccccc2s1)N1N=C(c2cccs2)CC1c1ccc(F)cc1 (centres undefined),.,-5,.,4,0,-5,.,.
O=C(CN(C1CCCCC1)S(=O)(=O)c1ccc(Br)cc1)NCc1ccncc1,-26,.,5,.,.,4,.,5
CCn1c(SCC(=O)Nc2ccc(F)cc2)nnc1C1CC1,-7,0,1,1,11,.,0.2,1
CCc1nc2c(OCc3cc(Cl)cc(Cl)c3)cccn2c1N(C)C(=O)c1cccc(OC)c1,-51,-8,4,3,1,.,-0.3,.
COc1ccc(CN(C)CCCn2ccc(NC(=O)OCc3ccccc3)nc2=O)cc1OC,12,-7,-2,-2,1,.,3.7,-7
COc1cc(-c2ccc(NC(=O)CN3CCC(C)CC3)c(OC)c2)ccc1NC(=O)CN1CCC(C)CC1,-10,-9,-1,-2,-6,0,.,2
CS(=O)(=O)N1CCCC(C(=O)Nc2ccccc2C(F)(F)F)C1 (centres undefined),-2,10,1,-4,0,-2,.,2
COC(=O)CNC(=O)c1cn(CC(C)C)c(=O)c2cc(OC)c(OC)cc12,.,-9,.,13,1,-1,.,.
COC(=O)[C@]12C[C@H](CC(=O)NCC34CC5CC(CC(C5)C3)C4)C(=O)N(Cc3ccccc3)C1=C[C@H](C(C)(C)C)O[C@@H]2C,-9,.,0,.,.,.,3.6,-8
CNC[C@H]1Oc2ccc(NS(=O)(=O)c3ccc(Cl)cc3)cc2C(=O)N([C@H](C)CO)C[C@@H]1C,3,6,-3,-1,-3,4,.,-2
CO[C@@H]1CN(C)C(=O)c2ccc(NS(=O)(=O)c3cn(C)cn3)cc2OC[C@@H](C)N(C)C[C@@H]1C,16,-1,0,-1,-1,-4,0.0,3
COc1ccc(/C=C/C(=O)NC(=S)NNC(=O)c2cccs2)cc1OC,-5,5,5,2,5,2,2.0,2
CC(=O)NC(c1cccc(F)c1)c1nc(-c2cnn(C)c2)cs1 (centres undefined),2,-5,13,0,-1,.,-1.8,2
Cc1ccc(-c2ccc3c(c2)O[C@H](CN(C)CC2CC2)[C@H](C)CN([C@H](C)CO)S3(=O)=O)cc1,-2,0,0,-1,-4,8,0.6,-1
CCCNC(=O)N1CC2(C1)[C@@H](c1ccccc1)[C@H](CO)N2C(=O)C1CC1,-11,.,-6,.,.,.,0.1,1
O=C(Cc1nc2ccccc2[nH]1)c1ccc(Br)cc1,-5,.,2,.,.,2,.,1
O=C1NC[C@H](CCCCN2C[C@H](Cc3ccccc3)N(Cc3ccccc3)C(=O)C2=O)N(CCC2CCCCC2)C1=O,-3,.,-5,.,.,.,0.1,-1
COc1ccc(OC)c(C2C(C(=O)c3ccc(C)o3)=C(O)C(=O)N2CCN2CCOCC2)c1 (centres undefined),-5,.,-6,.,.,-2,2.1,1
O=C(Nc1ccc2c(c1)[C@H]1C[C@H](CC(=O)N3CCOCC3)O[C@@H](CO)[C@H]1O2)NC1CCCCC1,1,-17,1,-5,-2,-3,0.1,0
Cc1ccc(C)c(S(=O)(=O)N2CCCOC2CNC(=O)C(=O)NCCN2CCOCC2)c1 (centres undefined),-10,2,3,-3,-8,-3,.,1
CC(=O)Nc1nc(COc2ccc3ccccc3c2)cs1,.,-4,.,-5,31,2,.,.
C[C@H]1CN([C@@H](C)CO)C(=O)c2cc(NC(=O)CCCCCC(=O)Nc3ccccc3N)ccc2O[C@@H]1CN(C)S(C)(=O)=O,-4,.,6,.,.,.,5.4,-1
CO[C@@H]1CN(C)C(=O)c2ccc(NS(C)(=O)=O)cc2OC[C@H](C)N(Cc2cncnc2)C[C@@H]1C,0,-5,-15,5,-2,.,-0.1,2
CCC(=O)N1CCc2cc(S(=O)(=O)CCC(=O)N3CCN(c4ccccc4F)CC3)ccc21,7,5,3,-1,-1,7,.,3
COc1ccc(CN(C)C[C@H]2Oc3ccc(NS(=O)(=O)c4ccccc4)cc3C(=O)N([C@H](C)CO)C[C@H]2C)cc1,2,5,-1,0,6,-2,1.5,1
Cc1ccc(S(=O)(=O)Nc2nnc(C3CCCCC3)s2)cc1,-6,-8,0,-5,9,-13,-0.1,.
O=S1(=O)CC(N2CCC(Cc3ccccc3)CC2)CN1C1CCCC1 (centres undefined),-7,-15,6,-3,0,.,.,0
C[C@H]1CN([C@@H](C)CO)C(=O)c2cc(-c3ccc(F)cc3)cnc2O[C@@H]1CN(C)Cc1ccc(C(=O)O)cc1,7,0,-1,3,-2,-4,0.0,0
O=C(O)C1C2CCC(O2)C1C(=O)NCc1ccccc1Br (centres undefined),-5,0,-2,-3,1,-5,.,1
CC1CCCC(N2CCN(C(=O)c3ccc(F)cc3)CC2)C1 (centres undefined),-9,-1,4,2,-3,1,-0.1,-2
CC(C)(C)C(=O)NC1(C(F)(F)F)NC(=O)N(CCc2ccccc2)C1=O (centres undefined),-2,-10,2,1,4,0,-0.2,0
C=CC1C2C(C)=CC(C3C(=O)N(C)C(=O)C32)N1Cc1ccc(OC)cc1 (centres undefined),-30,6,-5,1,.,6,.,2
COc1cccc(CN(C(=O)COc2ccc(C)cc2)C2CCS(=O)(=O)C2)c1 (centres undefined),-7,-10,-4,-4,1,0,-0.3,2
CN(c1ccccc1)S(=O)(=O)c1cccc(NC(=O)COc2cccc([N+](=O)[O-])c2)c1,-14,7,1,5,-4,.,.,2
Cc1ccc(S(=O)(=O)Nc2ccc3c(c2)C(=O)N([C@H](C)CO)C[C@@H](C)[C@@H](CN(C)C(=O)Nc2cccc4ccccc24)OCCCC[C@@H](C)O3)cc1,24,-5,-4,6,-1,-6,-0.1,3
C[C@H](CO)N1C[C@H](C)[C@H](CN(C)CC2CC2)Oc2ccc(NC(=O)CCC(F)(F)F)cc2C1=O,1,4,0,-4,-2,-14,0.0,0
C=C1CCN([C@@H](CC(C)C)C(=O)NCc2ccccc2)S(=O)(=O)c2ccccc21,-9,-2,3,-1,5,-4,0.1,-2
COc1cc(/C=C2/NC(=O)N(CC(=O)Nc3cccc(C)c3)C2=O)ccc1OCC(N)=O,-9,2,3,4,3,-1,-5.1,2

Following part:
Molecule,RAD52 inh,RAD54 branch,ERp5 block,PglD inh,esBAF inh,ARNT TACC3 PPI,E-sel inducer,Casp6 inh
CCS(=O)(=O)N[C@H]1CC[C@@H](CC(=O)NCc2ccccn2)O[C@H]1CO,-18,-1,6,-5,4,4,-0.2,23
COc1ccccc1C1CC(=O)Nc2c1c(=O)n(C)c(=O)n2C (centres undefined),-6,23,3,-8,4,-15,0.1,-1
Cn1c(=O)c2nc(NCc3ccccc3)cnc2n(C)c1=O,-83,-4,-7,-3,4,-6,.,-3
O=C(c1ccccc1)N1CC(=O)N2[C@@H](CO)[C@H](c3ccc(-c4ccccc4)cc3)[C@@H]2C1,-33,.,0,.,.,.,-0.2,11
O=[N+]([O-])c1ccc(O)c(/C=N/Nc2ccccc2Cl)c1,5,-5,6,-3,47*,-5,.,4
O=C(CNS(=O)(=O)c1ccc2c(c1)OCCCO2)N1CCN(Cc2ccccc2)CC1,-1,0,9,3,-4,-10,.,2
C[C@@H]1CN([C@@H](C)CO)C(=O)c2cc(NS(=O)(=O)c3ccc(Cl)cc3)ccc2O[C@H]1CN(C)C(=O)Nc1cccc2ccccc12,1,-17,14,1,-5,15,-0.5,2
C[C@@H]1CN([C@H](C)CO)C(=O)c2cccc(NS(=O)(=O)c3ccccc3)c2O[C@H]1CN(C)S(=O)(=O)c1ccc(F)cc1,.,6,.,0,5,-5,-0.4,.
CCOc1ccc(N2CC(C(=O)Nc3nnc(Cc4ccc(OC)cc4)s3)CC2=O)cc1 (centres undefined),-7,-3,1,3,5,-2,.,21
Clc1ccccc1CSc1cc2c(nn1)-c1ccccc1CC2,.,-10,.,-1,88*,1,.,.
